GAA glycogen mod: qHTS Assay for Inhibitors and Activators of Human alpha-Glucosidase Cleavage of Glycogen. Potency, µM (titrated, usually from 76.4 µM), for the others: top-dose activity change, negative = inhibition, hits mostly inhibitors. Lysosomal alpha-glucosidase (Homo sapiens), P10253. recombinant GAA, glycogen substrate, Amplex Red glucose oxidase fluorescence. hit rate 0.38% among 300,000;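 note: 0% = full enzyme reaction and -100% = no-enzyme basal signal; the screen sought inhibitors and activators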
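Natural-substrate format: glycogen cleavage by 4 nM human enzyme, glucose read by Amplex Red coupling (Ex 573, Em 610 nm). Normalized to enzyme and no-enzyme controls.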
IMPase Li cell: qHTS Assay for Identifying the Cell-Membrane Permeable IMPase Inhibitors: Potentiation with Lithium | Potency, µM (series often up to 59.4 µM), for the others: top-dose activity, negative = IMPase inhibition, actives largely listed as inhibitors | AID 1457, 2008 | CHO-M1 cells, IP1 TR-FRET (IP-One), carbachol + lithium | hit rate 0.35% among 210,000;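 note: IP1 builds up when IMPase is blocked and the TR-FRET signal falls; plate controls were basal vehicle for no effect and high inhibitor control for full effect; nearly all actives have a fitted effect of over 50% in size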
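Readout is a homogeneous TR-FRET IP1 immunoassay (Ex 320, Em 665 and 620), where raised cytosolic IP1 lowers signal. Cells were CHO-M1 treated 30 min at 37C with test compounds plus a little lithium; AC50 values came from Hill-equation fitting.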
GAA spleen mod: qHTS Assay for Inhibitors and Activators of Human alpha-Glucosidase From Spleen Homogenate | Lysosomal alpha-glucosidase (Homo sapiens), P10253 | human spleen homogenate, 4-MU-alpha-glucoside fluorescence | Potency, µM (doses to about 79.9 µM), without a hit: top-dose activity change, negative = inhibition, hits mostly inhibitors | hit rate 0.006% among 240,000 | AID 2112, 2009;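 note: 0% = enzyme with vehicle and -100% = no enzyme basal signal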
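Compounds were titrated against alpha-glucosidase in spleen homogenate at pH 5.0, with 1 mM 4-methylumbelliferyl substrate for 40 min at 37 C. Reactions were quenched with pH 10 NaOH/glycine and fluorescence measured.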
GoLoco inh red: qHTS Assay for Inhibitors of RGS12 GoLoco Motif Activity (Red Fluorophore); Gai1:RGS12 GoLoco peptide FP, rhodamine, 10 min; hit rate 0.44% among 230,000; Potency, µM (titrated, usually from 61.6 µM), for inactives: at the top dose activity, negative = inhibition, actives largely listed as inhibitors; active = well fitted inhibition curve with a large enough effect, not every such curve was filed as active; inactive = no such curve, though single readings can be large or run the other way; note: % is set by controls: 0 for no effect and ±100 for the full control effect; nearly all actives have a fitted effect of over 30% in size; many of its hits are not listed in these tables
Target sequence (P63096 whole entry, looked up): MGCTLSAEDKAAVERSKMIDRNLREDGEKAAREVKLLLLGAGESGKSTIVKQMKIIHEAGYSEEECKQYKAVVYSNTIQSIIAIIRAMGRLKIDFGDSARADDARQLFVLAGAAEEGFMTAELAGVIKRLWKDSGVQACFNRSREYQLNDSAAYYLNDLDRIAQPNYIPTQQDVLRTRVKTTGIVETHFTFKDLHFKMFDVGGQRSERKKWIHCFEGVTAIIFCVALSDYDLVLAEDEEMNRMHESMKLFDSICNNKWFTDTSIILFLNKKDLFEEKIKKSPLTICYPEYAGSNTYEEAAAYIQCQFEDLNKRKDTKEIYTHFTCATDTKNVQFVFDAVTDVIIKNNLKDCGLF
HTT aggregate: qHTS Multiplex Assay to Identify Dual Action Probes in a Cell Model of Huntington: Aggregate Formation (GFP). PC12 HttQ103-GFP aggregates, Acumen cytometry, 40 h. Potency, µM (titrated, usually from 46.1 µM), for the others: at the top dose activity change, negative = inhibition, hits mostly inhibitors. hit rate 1.1% among 220,000. AID 1688, 2009; note: % is set by controls: 0 for no effect and ±100 for the full control effect; nearly all actives have a fitted effect of over 60% in size
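Aggregates are detected as GFP objects 1–25 µm with signal 6 STDEV over background in lysates of induced PC12 cells. These carry Huntingtin exon 1 with 103 glutamines fused to GFP under an ecdysone promoter; compounds titrated.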
GAA inh: qHTS Assay for Inhibitors of Human alpha-Glucosidase as a Potential Chaperone Treatment of Pompe Disease | Potency, µM (top dose mostly 76.9 µM), for inactives: at the highest dose activity change, negative = inhibition, most hits filed as inhibitors | purified human GAA, 4-MU-alpha-glucoside fluorescence | hit rate 0.005% among 200,000 | Lysosomal alpha-glucosidase (Homo sapiens), P10253;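 note: plate controls were uninhibited enzyme wells for no effect and no-enzyme background for full effect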
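Compounds are titrated up to 77 uM against 4 nM human enzyme. Substrate 4-methylumbelliferyl-alpha-D-pyranoside (400 uM) reacts 20 min at room temperature in pH 5.0 buffer; liberated 4-methylumbelliferone is read at 440 nm.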
HTT ATP protect: qHTS Multiplex Assay to Identify Dual Action Probes in a Cell Model of Huntington: Cytoprotection (ATP); hit rate 0.14% among 230,000; PC12 HTT-Q103 induced, cytoprotection, ATP luminescence, 40 h; Potency, µM (series often up to 56.4 µM), inactives show cytoprotection (ATP increase), most hits filed as activators;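 note: % of control where 0% means no effect; nearly all actives have a fitted effect of over 45% in size; toxic huntingtin expression switched on by the ecdysone agonist tebufenozide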
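Compounds were screened for protection of PC12 cells against cell death after tebufenozide induction (100 nM final) of mutant Huntingtin exon 1 (Q103) fused to GFP.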
* = called active by the depositor; u = inconclusive; x = not tested or not shown; [ ] = remark or other dose. Unless noted, calls come from the whole dose curve; as a rule, active = well fitted curve in the direction sought with a large enough effect; inconclusive = small, poorly fitted or top-dose-only effect, or another doubt; inactive = no such curve, though single readings can be large; an effect the other way counts as inactive or inconclusive. Potency is the fitted concentration of half-maximal effect. Not all compounds are listed. The share of hits here may be higher or lower than overall.

molecule | IMPase Li cell | HTT ATP protect | GAA glycogen mod | GAA spleen mod | HTT aggregate | GoLoco inh red | GAA inh
CCOc1ccc(-n2c(=O)c3c(C)c(C(=O)N(C)C)sc3n(CC(=O)Nc3ccccc3F)c2=O)cc1 | -10.8% | -21.7% | -0.6% | -5.8% | -3.9% | 0.4% | -4.2%
COc1ccc(CNC(=O)CSc2cccc3cccnc23)cc1 | x | 29.2%[10 µM] | 0.2% | -0.1% | 0.0%[9.22 µM] | 1.1% | x
COc1ccc(C)cc1Nc1cc(C)nc2nc(C)nn12 | 29.5%[38.3 µM] | -9.5% | 5.0% | 0.1% | 11.0% | -0.3% | 2.6%
Nc1nonc1-c1nc2ccccc2n1CCC(=O)O | 4.2%[38.3 µM] | 18.1% | 8.0% | 2.5% | -9.4% | 9.0% | 1.3%
C=C(C)c1cccc(C(C)(C)NC(=O)N2CCCCC2CC)c1 (stereo not drawn) | 1.2%[38.3 µM] | 4.5% | 1.5% | 0.8% | 7.9% | -4.0% | -4.4%
CCSC(=O)NC12CC3CC(CC(C3)C1)C2 | 11.7%[38.3 µM] | -0.4% | 6.7% | 0.3% | -4.9% | 4.4% | 0.0%
CCOC(=O)c1cc2c(ccn2C)n1CC(=O)N1CCN(c2ccc(F)cc2)CC1 | 18.4%[38.3 µM] | 5.2% | -2.0% | -6.5% | -1.1% | 10.8% | 9.4%
COc1ccc(CNC(=O)C2CCN(S(=O)(=O)c3cc(OC)ccc3OC)CC2)cc1 | 0.7%[38.3 µM] | 11.7% | 2.2% | -17.9% | -15.5% | -5.9% | -9.9%
CC(C)(C)c1nn(-c2ccccc2)c2[nH]c(=O)c(CNCc3ccco3)cc12 | -0.3%[38.3 µM] | -71.4%[inhibitor] | 0.1% | 1.5% | -18.3% | 3.9% | -10.1%
Cc1ccc(C(=O)C(OC(=O)c2cnccn2)c2ccccc2)cc1 (stereo not drawn) | 5.4% | -23.3% | -19.4% | 9.4% | 3.8% | -5.6% | 5.1%
Cc1ccc(S(=O)(=O)NCCC(=O)NCc2ccccc2)cc1 | -4.3%[38.3 µM] | -2.6% | 13.5% | -0.3% | 18.4% | 4.7% | -2.4%
Cc1c(C2=CCN(S(=O)(=O)c3ccc(Cl)cc3)CC2)c2ccccc2n1C | 4.3% | -10.8%[10 µM] | -13.2% | 4.3% | 4.0% | 167.3%[activator] | 3.1%
O=C(Cc1cccc2ccccc12)N/N=C/c1ccc(OC(=O)/C=C/c2ccco2)cc1 | 5.8% | 21.7%[10 µM] | 6.2% | 1.4% | u | 14.9% | 2.4%
O=C(NNC(=O)c1ccc([N+](=O)[O-])cc1)NC1CCCCC1 | x | -22.8%[10 µM] | -19.1% | -4.6% | 2.5%[9.22 µM] | 2.9% | x
COC(=O)COc1cccc(NS(=O)(=O)c2ccc(NC(C)=O)cc2)c1 | 17.8%[38.3 µM] | 7.0% | 4.4% | 2.6% | -1.9% | 7.8% | -4.2%
Cc1ccc(OCC(O)CNCc2ccccc2)cc1C (stereo not drawn) | x | -7.0%[10 µM] | 3.0% | 0.7% | -17.4%[9.22 µM] | -3.0% | x
Cc1sc2ncnc(Sc3nnnn3-c3ccc(Cl)cc3)c2c1C | u | -109.9%[inhibitor][10 µM] | -10.5% | 6.0% | -51.3% | 31.4%[activator] | 1.4%
CCSc1ccc(-c2ccc(C)cc2)nn1 | 0.8% | -128.9%[inhibitor] | 1.5% | x | -4.9% | -6.5% | -1.6%
Cc1ccc(N2C(=O)c3cccc4c(C(=O)O)ccc(c34)C2=O)cc1 | -1.2% | x | 7.6% | -1.0% | 6.9% | 16.2% | 1.6%
O=S(=O)(Nc1nccs1)c1cc(Cl)ccc1Cl | 12.7%[38.3 µM] | -13.0% | -11.8% | -3.1% | 3.9% | 8.8% | -2.2%
CCCCC(=O)Nc1sc2c(c1C(=O)OCC)CCC(C=O)=C2Cl | 37.4%[activator][38.3 µM] | -100.7%[inhibitor] | -11.1% | -3.2% | u | -4.5% | -4.5%
CCO[C@@H]1OC(C(=O)N2CCN(C)CC2)=C[C@H](c2coc3ccccc3c2=O)[C@H]1CCCO | -3.3% | 0.4%[10 µM] | -5.7% | 3.9% | -11.9%[9.22 µM] | 4.2% | x
O=S(=O)(NCc1ccco1)c1cnc(Cl)c(Br)c1 | 8.8% | x | -9.3% | -12.7% | -2.4% | 5.8% | -8.3%
COc1cc(C(=O)OC2CC[C@]3(C)C4CCC5[C@]6(O)CC(O)[C@]7(O)C(CN8CC(C)CCC8[C@]7(C)O)[C@]6(O)C[C@@]53O[C@]24O)cc(OC)c1OC (stereo partly drawn) | 20.0% | x | x | 6.7% | x | 1.1% | x
CCN(CC)c1ccc(NC(=O)c2ccccc2OCC(=O)OC)cc1 | 25.3% | -24.2% | -5.5% | 0.1% | 6.6% | -14.5% | 8.1%
Cc1ccc(N(C)C(=O)n2cnc3ccccc32)cc1 | 9.3% | -1.8%[10 µM] | -0.3% | 4.4% | 0.6% | -7.9% | -4.5%
CN(CCOc1cccc(C(F)(F)F)c1)Cc1ccccc1 | 3.5% | u | 12.3% | -3.7% | 9.9% | 1.9% | -9.2%
CCCCNC(=O)c1cccc(C(=O)NCCCC)c1 | 31.9%[38.3 µM] | -15.7% | -2.2% | 2.4% | -11.5% | -1.9% | -6.7%
COc1ccccc1CNc1ccnc(-c2ccoc2)n1 | 15.1% | 19.1% | x | -0.5% | x | 12.1% | x
COc1ccc(NC(C)=O)cc1NC(=O)CN1CCN(c2ccccn2)CC1 | -6.4% | 17.8%[10 µM] | -0.1% | -2.8% | -5.9% | 1.9% | -0.6%
O=C(COc1ccccc1Cl)N1CCN(c2ccc([N+](=O)[O-])c(N3CCOCC3)c2)CC1 | -0.6% | 10.7%[10 µM] | 0.0% | -11.6% | -9.7% | -1.5% | u
CC(/C=N\N1CCN(c2ccc(Cl)cc2)CC1)=C\c1ccccc1 | 18.2%[38.3 µM] | 3.16µM* | 5.9% | 7.9% | 13.5% | 4.3% | -9.4%
Cc1ccc(-c2nc(N)sc2CC(=O)OCC(=O)NC2CCCC(C)C2C)cc1 (stereo not drawn) | x | 9.6%[10 µM] | -15.2% | -6.3% | 10.5% | x | 1.1%
CC1=C(C(N)=O)C(c2ccccc2F)NC(=O)N1 (stereo not drawn) | -7.2%[38.3 µM] | 5.5%[10 µM] | u | -5.1% | 8.1% | -12.3% | -5.5%
COC(=O)c1ccccc1NS(=O)(=O)c1ccc2c3c(cccc13)C(=O)N2 | 15.5%[38.3 µM] | -36.7% | -6.6% | 3.5% | 4.7% | 2.5% | -3.8%
CCOc1ccc(C(=O)Nc2ccc(NC(=O)c3cccs3)cc2)cc1[N+](=O)[O-] | -1.2% | 2.6%[10 µM] | 13.4% | 2.5% | -4.6% | 1.1% | 1.6%
COc1ccccc1C(=O)Nn1c(-c2cccs2)nc2ccccc2c1=O | -6.3% | -17.7%[10 µM] | -5.4% | 4.0% | -15.7% | 10.2% | 4.0%
CC(NC(=O)c1ccccc1NC(=O)c1ccncc1)c1ccccc1 (stereo not drawn) | 1.0% | -31.7% | 12.6% | -4.5% | 2.4%[9.22 µM] | 93.1%[activator] | 2.5%
COc1ccc2c(c1)C(=O)c1ccccc1CO2 | 28.0%[38.3 µM] | -30.8% | u | 8.1% | -1.9% | -1.1% | 0.9%
Cc1ccc([N+](=O)[O-])c(OCCN2CCC(Cc3ccccc3)CC2)c1 | 18.6% | 3.9%[10 µM] | 5.1% | -1.2% | 2.7% | 8.6% | -12.5%
COCc1cc(=O)n2[nH]c(-c3ccsc3-n3c(C)ccc3C)cc2n1 | 22.6%[38.3 µM] | -14.6% | -10.5% | -6.8% | 21.0% | 81.6%[activator] | -7.2%
Oc1ccccc1CNc1ccc(OC(F)(F)F)cc1 | 8.0% | -51.2% | -15.2% | -7.7% | u | 4.1% | -3.5%
CCOC(=O)Cc1nc2cc(Cl)ccc2o1 | -2.1% | 7.8%[10 µM] | -12.2% | 1.8% | -13.4%[9.22 µM] | 12.3% | 4.7%
O=C(Nc1ccccc1)Nc1ccc(Cl)c(S(=O)(=O)N2CCOCC2)c1 | 3.7% | 21.9%[10 µM] | 20.4% | 5.0% | u | 4.7% | -9.6%
Cc1cccc(C)c1OCC(=O)NCc1nnc(SCC(=O)NC2CCCCC2)n1C | -3.4%[38.3 µM] | 8.1%[1.9 µM] | 4.1% | -6.7% | 15.0% | -5.7% | -5.2%
Cc1cc(C(=O)N/N=C/c2cccn2C)n[nH]1 | -13.0% | 23.8%[10 µM] | 5.0% | -7.0% | -5.4% | 3.9% | 3.8%
CC(Sc1nnc(-c2ccc(Cl)cc2)n1C)C(N)=O (stereo not drawn) | -2.6%[38.3 µM] | -5.7%[10 µM] | -0.1% | 9.6% | 11.0% | 7.0% | -0.7%
CC(C)Cc1cc(C(=O)Nc2sc3c(c2C#N)CCCC3)no1 | 2.9% | -0.4% | -3.9% | -2.1% | 16.2% | -3.3% | -12.0%
CCOC(=O)/C=c1\s/c(=C\c2ccc3cc(OC)ccc3c2)c(=O)n1CC(=O)NCC1CCCO1 (stereo not drawn) | u | -12.7% | 1.1% | -0.1% | 4.0% | -5.0% | 0.6%
COC(=O)C(NC(C)=O)(Nc1ccccn1)C(F)(F)F (stereo not drawn) | -8.4%[38.3 µM] | 5.0% | -0.8% | -12.0% | 3.4% | 6.7% | 2.5%
O=C(NCCc1ccccc1)C1CCCN1S(=O)(=O)c1ccccc1 (stereo not drawn) | -2.9% | -14.2% | 0.3% | 6.5% | -11.5% | 3.4% | 0.5%

In a second layout: results already given.
Results follow in this order: IMPase Li cell	HTT ATP protect	GAA glycogen mod	GAA spleen mod	HTT aggregate	GoLoco inh red	GAA inh
- COc1ccc(CNC(=O)CSc2cccc3cccnc23)cc1
  x	29.2%[10 µM]	0.2%	-0.1%	0.0%[9.22 µM]	1.1%	x
- COc1ccc(C)cc1Nc1cc(C)nc2nc(C)nn12
  29.5%[38.3 µM]	-9.5%	5.0%	0.1%	11.0%	-0.3%	2.6%
- COc1ccccc1CNc1ccnc(-c2ccoc2)n1
  15.1%	19.1%	x	-0.5%	x	12.1%	x

Bioassay records as filed in PubChem.
